Assay outcomes from PubChem BioAssay.
RNase H inhibition: RNase H inhibition, HIV 1 Gag Pol polyprotein, FRET biochemical assay, screening (AID 372); HIV-1 RT RNase H, FRET RNA/DNA substrate fluorescence; higher % means a stronger effect; hit rate 0.77% among 100,000; one-dose inhibition, % at 10 µM; IC50 in µM for titrated hits; in the data active = inhibition above about 50%
Active calls of the source: *; & = joins results of further samples. An excerpt; rates above refer to the full screens.

SMILES | RNase H inhibition
O=C(O)CC1S/C(=N/N=C/c2cccc(O)c2)NC1=O (stereo not given) | 14%
CC(=O)c1ccc(NC(=S)NC(NC(=O)c2ccc(Cl)cc2Cl)C(Cl)(Cl)Cl)cc1 (stereo not given) | 0%
CCCC1=C(C(=O)OCC)C(c2ccc(Cl)cc2)C(C#N)=C(N)O1 (stereo not given) | 6%
COc1ccccc1Nc1nc(-c2c(C)nc3ccccn23)cs1 | 16%
COc1ccccc1NC(=O)CSc1nnc(NC(=O)CSc2nnc3n(N)cnn23)s1 | 15%
C(=C(\c1ccccc1)c1nc2ccccc2[nH]1)/c1ccco1 | 16%
COc1ccccc1-c1cc(C2CC2)nc(N)c1C#N | 5%
CN1CCN(CCN2CCn3c2nc2ccccc23)CC1 | 0%
COc1ccc(N2C(=O)C(Cl)=C(N3CCN(C)CC3)C2=O)cc1 | 6%
CCOC(=O)N/N=C/c1ccc(C)o1 | 4%
CCOC(=O)C1=C(C)NC2=C(C(=O)CC(c3ccc(OC)cc3)C2)C1c1cccc(F)c1 (stereo not given) | 4%
Cc1ccc(N=C2NC(=O)/C(=C/c3ccc(O)c([N+](=O)[O-])c3)S2)cc1Cl | 18%
Cc1ccc(NC(=O)COc2ccc(Cl)cc2Cl)nc1 | 3%
Clc1ccc(OCCOCCOc2cccc3cccnc23)c(Br)c1 | 10%
O=C1C2C3C=CC(C3)C2C(=O)N1c1cccc(Oc2cccc(Oc3cccc(N4C(=O)C5C6C=CC(C6)C5C4=O)c3)c2)c1 (stereo not given) | 11%
O=c1c2ccccc2ncn1-c1ccc([N+](=O)[O-])cc1C(F)(F)F | 15%
COc1ccc(C2=NN(C(=O)c3ccc(Br)cc3)C(c3nc4ccccc4[nH]3)C2)cc1 (stereo not given) | 10%
O=C(NCc1ccccc1)Nc1ccc(Cl)cc1 | 1%
CC(C)c1ccc(/C=C/C(=O)Nc2cccc(Cl)c2)cc1 | 15%
CCOC(=O)c1ccc(NC(=O)c2ccc([N+](=O)[O-])o2)cc1 | 50%*
CC(C)CN1C(=O)/C(=C/c2cccc3ccccc23)SC1=S | 0%
O=C(NC(=S)Nc1ccc(-c2nc3ccccc3s2)cc1)c1ccccc1Cl | 0%
COc1ccc(N(CC(=O)Nc2ccc(I)cc2)S(=O)(=O)c2ccccc2)cc1OC | 13%
COc1ccc(NC(=O)Nc2ccc(Oc3ccccc3)cc2)cc1OC | 0%
COc1ccc(S(=O)(=O)Oc2ccccc2)cc1 | 0%

Looked up one by one from the list above:
SMILES | RNase H inhibition
CCOC(=O)c1ccc(NC(=O)c2ccc([N+](=O)[O-])o2)cc1 | 50%*
COc1ccccc1Nc1nc(-c2c(C)nc3ccccn23)cs1 | 16%
CCOC(=O)C1=C(C)NC2=C(C(=O)CC(c3ccc(OC)cc3)C2)C1c1cccc(F)c1 (stereo not given) | 4%
COc1ccc(N(CC(=O)Nc2ccc(I)cc2)S(=O)(=O)c2ccccc2)cc1OC | 13%

Later entries:
SMILES | RNase H inhibition
Cc1cccc(N2C(=O)/C(=C/c3ccccc3Cl)SC2=S)c1C | 12%
COc1cc([N+](=O)[O-])ccc1-c1ccc(C(=O)Nc2ccc(Br)cn2)o1 | 14%
CCCN(CCC)C(=O)c1c(NC(=O)c2ccco2)sc2c1CCCCC2 | 18%
COc1ccc(Cl)cc1C(=O)Nc1cc(C(F)(F)F)ccc1Cl | 12%
O=C1CSC(c2cccc([N+](=O)[O-])c2)N1CCc1ccccc1 (stereo not given) | 14%
Cc1[nH]n(-c2ccccc2)c(=O)c1/C=N/n1cnnc1 | 4%
c1ccc2c(-c3csc(-c4ccncc4)n3)c[nH]c2c1 | 3%
COCCN1C(=O)/C(=C\c2ccccc2[N+](=O)[O-])C(C(=O)OC)=C1C | 0%
COCCCNC(=O)c1cc(Cl)ccc1Cl | 0%
Cc1oc2ccc(OC(C)C(=O)O)cc2c1C(=O)OC(C)C (stereo not given) | 0%
Cc1cc(Cl)ccc1OCC(=O)Nc1nc(-c2ccccc2)cs1 | 6%
C=CCOc1c(I)cc(/C=C2/C(=O)NC(=O)N(c3cccc(C)c3)C2=O)cc1OC | 2%
O=C(CSc1nc2ccccc2s1)CSc1nc2ccccc2s1 | 12%
O=S(=O)(Cc1ccc(Cl)cc1)CC(O)COc1ccc(Cl)cc1 (stereo not given) | 0%
Oc1c(Cl)cc(Cl)cc1/C=N/Nc1ccccc1 | 27%
Cc1cc2nc(-c3cc(NC(=O)c4ccccc4Br)ccc3Cl)oc2cc1C | 17%
Cc1ccc2oc(C(F)(F)F)cc(=O)c2c1 | 4%
O=C(Nc1cccc(C(=O)Nc2cccc3ccccc23)c1)c1cccc(Br)c1 | 27%
COc1cc(Br)c(CN2CCC(N3CCCCC3)CC2)cc1OC | 1%
O=C(O)CCCNC(=O)OCc1ccccc1 | 2%
COc1ccc(/C=C(/NC(=O)c2ccccc2)C(=O)Nc2ccc(C(C)=O)cc2)cc1 | 5%
O=[N+]([O-])c1cc([N+](=O)[O-])c(N2CCN(c3ccccc3Cl)CC2)cc1Nc1cccc(O)c1 | 38%
COc1ccc(Br)cc1/C=N/NC(=O)C(=O)N1CCCCC1 | 17%
COc1ccccc1NC(=O)C1=C(C)NC(=O)NC1c1ccc(Cl)cc1 (stereo not given) | 16%
O=C(/C=C\Nc1ccc([N+](=O)[O-])cc1Br)c1ccc2c(c1)OCO2 | 8%
SMILES | RNase H inhibition
Cc1cccn2c(=O)c(/C=C3\SC(=S)N(Cc4ccco4)C3=O)c(NCCCn3ccnc3)nc12 | 6%
CCOc1ccccc1C(=O)N/N=C/c1cccc([N+](=O)[O-])c1 | 0%
CCc1ccc(OC(=O)Nc2ccccc2)cc1 | 11%
COc1ccc(Br)cc1/C=C1/SC(=S)N(Cc2ccccc2)C1=O | 23%
COc1ccc(-c2nnc3ccc(C(F)(F)F)cn23)c(OC)c1 | 4%
O=Cc1cc(Cl)c(OCc2ccc(Cl)cc2Cl)c(Cl)c1 | 35%
Cc1ccccc1-c1noc(C2CCC(c3ccccc3)CC2)n1 (stereo not given) | 9%
COc1ccc(S(=O)(=O)Nc2cc(C)ccc2C)cc1 | 7%
C=CCn1c(-c2ccc(Br)cc2)n[nH]c1=S | 0%
Cc1ccc(NC(=O)c2cc3ccccc3o2)c([N+](=O)[O-])c1 | 3%
COc1ccc(Cl)cc1NC(=O)c1cc(-c2ccccc2Cl)nc2ccccc12 | 8%
NC(=O)C(Cc1c[nH]c2ccccc12)NC(=O)OCc1ccccc1 (stereo not given) | 0%
Cc1cc(NC(=O)c2ccccc2[N+](=O)[O-])ccc1-c1cc2ccccc2oc1=O | 13%
COc1ccccc1-c1c(C(F)(F)F)oc2c(CN(C)C)c(O)ccc2c1=O | 24%
O=C(c1cc(F)c(F)cc1Cl)N1CCN(c2ccc([N+](=O)[O-])c3ncccc23)CC1 | 0%
Cc1cccc(NC(=S)NNC(=O)c2cccc(C)c2)c1 | 20%
COc1cc(NC(=O)c2cc3ccccc3cc2OC)ccc1NC(=O)c1ccco1 | 11%
Cc1cc(Cl)ccc1NC(=O)C(C)Sc1ccccc1 (stereo not given) | 14%
O=C(CN1CCCCC1)N1CCn2c3c(c4cc(C5CCCCC5)ccc42)CCCC31 (stereo not given) | 15%
COc1ccc(S(=O)(=O)N2CCN(C(=O)Cc3ccccc3)CC2)cc1 | 0%
Cc1ccc(OCC(=O)Nc2ccc(S(N)(=O)=O)cc2)c(C)c1 | 7%
CC(=O)NNc1nc(-c2cccc3ccccc23)cs1 | 4%
COc1cc(NC(=O)c2cc(Cl)ccc2OC)ccc1NC(=O)c1cc2ccccc2o1 | 55%*
CCSC1=N/C(=C\c2cc(C(C)(C)C)c(O)c(C(C)(C)C)c2)C(=O)S1 | 8%
Cc1ccc(S(=O)(=O)/N=C2\C=CC(=O)C=C2Cl)cc1 | 1.5µM*

The list goes on, starting with the last 3 of the part before.
SMILES | RNase H inhibition
COc1cc(NC(=O)c2cc(Cl)ccc2OC)ccc1NC(=O)c1cc2ccccc2o1 | 55%*
CCSC1=N/C(=C\c2cc(C(C)(C)C)c(O)c(C(C)(C)C)c2)C(=O)S1 | 8%
Cc1ccc(S(=O)(=O)/N=C2\C=CC(=O)C=C2Cl)cc1 | 1.5µM*
O=C(Nc1ccc2oc(-c3cccc(F)c3)nc2c1)c1cc2ccccc2o1 | 23%
COc1ccc(C(=O)Oc2cc(/C=C3\SC(=S)NC3=O)ccc2OC)cc1 | 24%
COc1ccc(OC)c(-c2[nH]c3c(=O)n(C)c(=O)n(C)c3c2O)c1 | 6%
CCN(Cc1ccccc1)C(=O)C1CCN(Cc2cccc(OC)c2OC)CC1 | 16%
Cc1cccc(OCC(=O)NC(=S)Nc2nc(-c3ccccc3)cs2)c1 | 6%
N#CSCCCCOc1ccc(Br)cc1 | 0%
CCN1C(=O)/C(=C\c2ccc(O)cc2O)SC1=S | 70%*
COc1ccc(N(CC(=O)Nc2ccc(I)cc2)S(=O)(=O)c2ccc(NC(C)=O)cc2)cc1 | 18%
O=C1NCCCc2nc(N3CCOCC3)sc21 | 0%
COc1ccc(/C=C2\SC(c3ccc(C)cc3)=NC2=O)c(OC)c1 | 33%
OC(COCc1ccccc1)CN1CCC(Cc2ccccc2)CC1 (stereo not given) | 10%
O=C1OC2C=CC(Br)=CC2=CC1C(=O)N1CCSC1c1ccccc1Cl (stereo not given) | 13%
Cc1cc2nc3s/c(=C\c4ccc(Cl)cc4Cl)c(=O)n3c2cc1C | 15%
COc1ccc(S(=O)(=O)Nc2nc3ccccc3s2)cc1 | 10%
CCOc1ccc(NC(=O)/C(=C/c2cccs2)NC(=O)c2cccs2)cc1 | 11%
O=c1c(C=NCc2cccs2)c(-c2ccccc2)[nH]n1-c1nc2ccccc2s1 | 13%&7%
CCCOc1ccc(N2C(=O)CC(NCCc3ccc(S(N)(=O)=O)cc3)C2=O)cc1 (stereo not given) | 6%
O=C(Nc1ccccc1Cl)c1ccc2nccnc2c1 | 4%
CCN(CC)c1ccc(C=C2C(=O)NC(=S)NC2=O)c(OCc2ccc(Cl)cc2Cl)c1 | 9%
COCCNC(=O)C(=O)Nc1ccc(C(C)C)cc1 | 0%
CC(=O)Nc1ccccc1NC(=O)COc1ccc(Cl)cc1Br | 6%
Cc1ccc2[nH]c(O)c(N=NC(=O)COc3ccccc3)c2c1Br | 14%
CCOc1ccc(-c2cc(C(=O)N/N=C/c3ccc(N(C)C)cc3)[nH]n2)cc1 | 17%
Cc1ccc(C(=O)N2CCN(c3ccc([N+](=O)[O-])cc3Cl)CC2C)o1 (stereo not given) | 0%
CC1=CC(C)(C)N(S(=O)(=O)c2ccc(C)cc2)c2ccc(C)cc21 | 4%

Arranged by molecular weight (high to low): 6 of the compounds above.
SMILES | RNase H inhibition
CCCOc1ccc(N2C(=O)CC(NCCc3ccc(S(N)(=O)=O)cc3)C2=O)cc1 (stereo not given) | 6%
CCOc1ccc(-c2cc(C(=O)N/N=C/c3ccc(N(C)C)cc3)[nH]n2)cc1 | 17%
Cc1ccc(C(=O)N2CCN(c3ccc([N+](=O)[O-])cc3Cl)CC2C)o1 (stereo not given) | 0%
CC1=CC(C)(C)N(S(=O)(=O)c2ccc(C)cc2)c2ccc(C)cc21 | 4%
COc1ccc(OC)c(-c2[nH]c3c(=O)n(C)c(=O)n(C)c3c2O)c1 | 6%
N#CSCCCCOc1ccc(Br)cc1 | 0%

The list goes on:
SMILES | RNase H inhibition
Cc1c(C(=O)NC2CC3CCC2C3)cccc1[N+](=O)[O-] (stereo not given) | 10%
CCSc1nc2c(c(=O)n1C1CCCC1)C1(CCCC1)Cc1ccccc1-2 | 6%
CCOc1cc(C2C(C(=O)OCc3ccccc3)=C(C)NC3=C2C(=O)CC(c2ccccc2)C3)ccc1O (stereo not given) | 5%
COc1cc(C2CC(=O)Nc3c2cc(Br)c2ccccc32)cc(OC)c1OC (stereo not given) | 13%
CCN(CC)c1ccc(C=Nc2ccc(Cl)c(Cl)c2)c(O)c1 | 5%
CC(=O)NS(=O)(=O)c1ccc(NC(=O)Nc2cccc(Cl)c2)cc1 | 6%
Cc1ccc2nc(Sc3ccccc3)c(C#N)c(=O)n2c1 | 3%
O=C(NC(=S)Nc1ccc(F)c([N+](=O)[O-])c1)c1cccc2c(Br)cccc12 | 15%
COc1cccc(C(=O)Nc2ccc3oc(-c4cccc(OC)c4)nc3c2)c1 | 24%
Cc1cc(/C=C2\NC(=O)NC2=O)c(C)n1-c1cccc([N+](=O)[O-])c1 | 29%
CCOc1ccc(-c2csc(/C(C#N)=C/c3ccco3)n2)cc1 | 14%
COC(=O)C1=C(C)NC(=O)CC1c1ccc(C(F)(F)F)cc1 (stereo not given) | 10%
CCOc1cc(C=C2C(=O)N(C)C(=S)N(C)C2=O)ccc1OCc1ccc(F)cc1 | 18%
O=C(c1ccccc1)N1CCN(Cc2ccccc2)CC1 | 0%
CCC(=O)c1ccc(N2CCN(C(=O)c3ccccc3)CC2)c(F)c1 | 8%
COc1ccc(S(=O)(=O)N(Cc2ccccc2)c2ccccc2C(=O)Nc2ccc(Cl)c(Cl)c2)cc1 | 9%
CCn1c2ccccc2c2cc(/C=N/N3CCN(c4ccccc4OC)CC3)ccc21 | 2%
C=CCn1c(SCC(=O)O)nnc1-c1ccc([N+](=O)[O-])cc1 | 0%
C=CCNC(=O)CN(c1ccc(OC)cc1)S(=O)(=O)c1ccccc1 | 0%
Cc1ccc(NC(=O)/C(=C\c2cccnc2)NC(=O)c2ccc(C)cc2)cc1 | 10%
N/C(=N\OC(=O)c1ccccc1Br)c1cccnc1 | 18%
COC(=O)c1ccccc1NC(=S)NC(=O)c1ccccc1 | 13%
CC1=C(C(=O)Nc2ccccc2Cl)C(c2cccc(Cl)c2)NC(=O)N1 (stereo not given) | 8%
COc1ccc(/C=C(\C#N)C(=O)NC(=O)Nc2cccc(Cl)c2)cc1 | 0%
CCOc1ccc(C(=O)N2CCN(Cc3ccc4c(c3)OCO4)CC2)cc1OCC | 28%
N#CCC(=O)N=Cc1ccc(Cl)cc1Cl | 10%
COc1ccc(NC(=O)c2ccc(-c3ccc([N+](=O)[O-])cc3)o2)cc1OC | 12%
